Source: PubChem BioAssay (several laboratories)
HIF activator: HIF pathway transcriptional activators, primary screen, cell-based, U2OS HRE-luciferase, luminescence. U2OS HRE-luciferase reporter; normalized: DMSO 0%, desferrioxamine 100%. activation, % at 7.5 µM (by protocol). actives 0.32% (n = 300,000);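 active = mean activation of at least 10% of the iron chelator positive control signal, with at least half of replicates also reaching 10%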
AI-2 QS mod: Vibrio harveyi AI-2 quorum sensing modulators, primary screen, JMH597 strain, luminescence/OD600 ratio. Vibrio harveyi JMH597 AI-2 luminescence/OD600 ratio, 9 h; hits give low values; strain lacks LuxN and CqsS sensors; 0 = neutral-control median. activity change, % at 7.5 µM. actives 0.4% (n = 300,000). AID 2094, 2009; in the data active = activity change below about -75%, passing the limit was not always enough;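 also: luminescence divided by OD600 gain over 9 h not by final OD600 alone; inactives centre near 13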
MrgX1 allo act: positive allosteric modulators of MrgX1, primary screen, HEK293 cells, Fluo-4 calcium flux; actives 0.63% (n = 310,000); B-score at 10 µM; AID 588675, 2011; FDSS; hits give high values;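 active = plate-corrected calcium response at least 3 library SD above typical, normal starting fluorescence, not activating the receptor alone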;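 also: compound read alongside a low EC10 to EC30 dose of BAM8-22 agonist; peak minus trough fluorescence over baseline measured at the second addition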
TRPC6 activator: mouse TRPC6 channel activators, primary screen, cell-based, HEK293, membrane potential dye; B-score at 10 µM; HEK293-TRPC6 membrane potential dye fluorescence; hits give high values; Short transient receptor potential channel 6 (Mus musculus), Q61143; actives 0.13% (n = 310,000); AID 2550, 2010;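 active = B-score of the integrated fluorescence ratio above library mean plus 3 SD, and starting fluorescence ratio within library mean plus 5 SD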;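 also: higher score means more depolarization so channel activation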
Target sequence (Q61143 whole entry, looked up): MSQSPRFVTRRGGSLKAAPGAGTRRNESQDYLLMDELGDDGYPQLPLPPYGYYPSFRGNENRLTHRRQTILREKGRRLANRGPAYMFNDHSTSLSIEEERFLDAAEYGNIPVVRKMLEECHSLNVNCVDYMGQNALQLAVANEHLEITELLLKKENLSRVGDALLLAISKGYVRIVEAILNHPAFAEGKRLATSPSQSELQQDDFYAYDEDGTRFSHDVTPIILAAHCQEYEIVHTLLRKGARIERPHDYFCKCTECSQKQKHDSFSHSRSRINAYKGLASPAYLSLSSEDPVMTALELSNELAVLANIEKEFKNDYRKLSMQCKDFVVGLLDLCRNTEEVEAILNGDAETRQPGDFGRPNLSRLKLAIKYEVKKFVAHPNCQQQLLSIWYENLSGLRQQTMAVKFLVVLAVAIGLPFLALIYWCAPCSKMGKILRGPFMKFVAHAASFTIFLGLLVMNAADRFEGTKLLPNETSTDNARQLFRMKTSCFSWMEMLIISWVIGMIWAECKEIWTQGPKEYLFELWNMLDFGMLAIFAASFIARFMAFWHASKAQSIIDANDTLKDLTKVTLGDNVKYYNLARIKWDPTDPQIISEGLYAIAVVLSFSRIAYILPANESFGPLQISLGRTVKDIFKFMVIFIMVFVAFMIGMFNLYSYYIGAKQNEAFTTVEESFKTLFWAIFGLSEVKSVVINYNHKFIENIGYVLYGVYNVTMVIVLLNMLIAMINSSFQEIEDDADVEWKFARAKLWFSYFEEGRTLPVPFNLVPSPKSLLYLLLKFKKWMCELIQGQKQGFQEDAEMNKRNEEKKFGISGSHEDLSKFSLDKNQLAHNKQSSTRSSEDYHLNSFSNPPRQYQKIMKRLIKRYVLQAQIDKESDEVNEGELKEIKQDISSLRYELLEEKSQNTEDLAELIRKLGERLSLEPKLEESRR
TRPC6 inhibitor: mouse TRPC6 channel inhibitors, primary screen, cell-based, HEK293, membrane potential dye. Short transient receptor potential channel 6 (Mus musculus), Q61143. ACh-evoked depolarization; hits give low values. B-score at 10 µM. actives 1.1% (n = 310,000);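 active = B-score under library mean minus 3 SD, initial fluorescence not abnormally high, positive integrated signal ratio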;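 also: B-score derived from integrated fluorescence ratio over the kinetic read; more negative B-score means stronger inhibition of depolarization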
TRPC4 potent: positive allosteric modulators of TRPC4, primary screen, cell-based, mouse TRPC4beta, HEK293 mu-opioid, Fluo-4 calcium | actives 0.42% (n = 310,000) | B-score at 10 µM | DAMGO EC20, Fluo-4 Ca2+ flux; hits give high values;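 active = B-score of calcium response area above 5 SD of library B-scores, with initial fluorescence ratio within 5 SD of library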;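 also: B-score of integrated fluorescence ratio over time as area under calcium response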
PolyA inhibitor: polyadenylation inhibitors in yeast reporter cells, primary screen, luminescence, S. cerevisiae; S. cerevisiae SKY197-pL101 polyadenylation reporter, beta-gal luminescence; efflux-impaired pdr1/pdr3 knockout yeast; score 100 = 6 SD above DMSO; calls only at 12 µM; actives 0.02% (n = 300,000);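 active = lowest replicate activity score at least 50, where 100 means six control SD above control mean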;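 also: yeast exposed to compound for 9 h at 30 °C; higher score means more reporter readthrough which indicates perturbed polyadenylation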
MrgX1 antag: antagonists of human MrgX1 receptor, primary screen, HEK293 cells, Fluo-4 calcium flux. BAM8-22 antagonism; hits give low values. B-score at 10 µM. actives 1.3% (n = 310,000). AID 588676, 2011;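 active = calcium-response B-score plate-corrected more than 3 library SD below zero, starting fluorescence within 5 deviations, no agonist response on first addition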;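 also: peak minus trough fluorescence over baseline after final BAM8-22 challenge near maximal dose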
MrgX1 agonist: agonists of human MrgX1 receptor, primary screen, HEK293 cells, Fluo-4 calcium flux | Mas-related G-protein coupled receptor member X1 (Homo sapiens), Q96LB2 | Fluo-4 calcium fluorescence, agonist mode; hits give high values | B-score at 10 µM | actives 0.44% (n = 310,000) | AID 588627, 2011;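 active = calcium response B-score plate-corrected fluorescence ratio at least 3 library SD, with starting fluorescence B-score inside 5 SD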
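System: HEK293 cells stably expressing human MrgX1 receptor; Dosing: test compound in the initial addition of three; Schedule: overnight plating, then 30 min 37 °C plus 30 min room-temperature dye loading; Detection: kinetic calcium dye fluorescence, Fluo-4 NW; Controls: per-plate positive and negative controls for Z′ factor.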
TRPC4 act: activators of mouse TRPC4 channel, primary screen, Fluo4 calcium, HEK293 TRPC4beta/mu-opioid cells | Short transient receptor potential channel 4 (Mus musculus), Q9QUQ5 | Fluo4 calcium fluorescence; hits give high values | B-score at 10 µM | actives 0.49% (n = 310,000);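 active = B-score above 5 SD of library B-scores, and initial fluorescence ratio not above library mean plus 5 SD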;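 also: positive B-score marks a calcium rise read as TRPC4 activation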
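Assay system: HEK293 stable line with TRPC4beta plus mu-opioid receptor. Times: dye 45 min RT, read 110 s. Measured by: kinetic Fluo4 calcium fluorescence. Measure: B score of integrated ratio. Controls: assay buffer as low control, maximal DAMGO as high control.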
TRPC4 inh: inhibitors of mouse TRPC4 channel, primary screen, Fluo4 calcium, HEK293 TRPC4beta/mu-opioid cells | Short transient receptor potential channel 4 (Mus musculus), Q9QUQ5 | DAMGO-evoked Fluo4 calcium flux; hits give low values | B-score at 10 µM | actives 0.39% (n = 300,000) | AID 2247, 2010;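 active = B-score over 3 SD under the library average, no early fluorescence shift, positive overall ratio signal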
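System: stable TRPC4beta/mu-opioid receptor HEK293 cells; Dosing: single-point compound dosing; Measured by: Fluo4 Ca2+ flux fluorescence; Read-out basis: per-well B score of integrated baseline-normalized Fluo4 ratio.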
* marks the source's active call; other numbers are inactive results; i = inactive; . = not tested or not shown. The list is partial; the hit share may differ from the screen's.

SMILES	HIF activator	AI-2 QS mod	MrgX1 allo act	TRPC6 activator	TRPC6 inhibitor	TRPC4 potent	PolyA inhibitor	MrgX1 antag	MrgX1 agonist	TRPC4 act	TRPC4 inh
O=C(CN(Cc1ccccc1Cl)C(=O)CNS(=O)(=O)c1ccccc1)NCC1CCCO1 (stereo unspecified)	-0.4	28	i	i	i	i	i	i	i	i	i
COc1ccccc1N1CCN(C(=O)COc2cc(C)ccc2C)CC1	-0.4	8	i	i	i	i	i	i	i	i	i
CN(C(=O)CSc1nnc(Nc2ccccc2)s1)c1c(N)n(Cc2ccccc2)c(=O)[nH]c1=O	-0.5	14	i	i	i	i	i	i	i	i	i
Nn1c(SCc2cc([N+](=O)[O-])cc3c2OCOC3)nnc1-c1cccnc1	-1.0	17	i	i	i	i	i	i	i	i	i
O=C(COc1ccc(Cl)cc1Cl)Nc1cccnc1	4.4	.	8.7*	i	i	i	i	i	i	i	i
Nc1nc(CCl)nc(N(c2ccccc2)c2ccccc2)n1	1.2	26	10*	i	i	i	i	i	i	i	i
Cc1c(-n2cc(C(=O)c3ccccc3O)cc(C#N)c2=O)c(=O)n(-c2ccccc2)n1C	0.2	-4	i	i	i	i	i	i	i	i	i
COc1ccc(/C=N/NS(=O)(=O)c2ccc(F)cc2)cc1COc1cc(F)ccc1[N+](=O)[O-]	0.3	46	i	i	i	i	i	i	i	i	i
O=C(NC(=S)N1CCN(c2ccc([N+](=O)[O-])cc2)CC1)c1ccco1	0.4	8	i	i	i	i	i	i	i	i	i
CCc1nc(SCC(=O)N2c3ccccc3Sc3ccccc32)c2ccccc2n1	-0.5	23	i	i	i	i	i	i	i	i	i
Cc1cccc(C)c1-n1c(SCC(=O)Nc2ccc(C(=O)O)cc2)nnc1-c1cccc(S(=O)(=O)N(C)C)c1	1.1	-3	i	i	i	i	i	i	i	i	i
Cc1cccc(NC(=S)N2CCN(S(C)(=O)=O)CC2)c1	-0.4	33	i	i	i	i	i	i	i	i	i
CC(C)Cc1ccc(/C(=N/O)C(=O)O)s1	-0.4	35	i	i	i	i	i	i	i	i	i
CCOC(=O)C1=C(C)NC(=O)NC1C1CC=CCC1 (stereo unspecified)	-0.7	26	i	i	i	i	i	i	i	i	i
O=C(CN1C(=O)C2CC=CCC2C1=O)N1CCN(c2ccc([N+](=O)[O-])cc2)CC1 (stereo unspecified)	0.9	25	i	i	i	i	i	i	i	i	i
O=C(COC(=O)c1cc(=O)c2ccccc2o1)NC1CCCCC1	-0.2	34	i	i	i	i	i	i	i	i	i
Cc1ccc(N2C(=O)C(Cl)=C(NCCO)C2=O)c(C)c1	-0.4	18	i	i	i	i	i	i	i	i	i
CC(C)CN(CCOc1cccc(N2C(=O)C3=C(CCCC3)C2=O)c1)CC(C)C	0.1	15	i	i	i	i	i	i	i	i	i
Cc1cccc(CNC(=O)Cn2ccc3cc(S(=O)(=O)N4CCCC4)ccc32)c1	.	27	i	i	i	i	i	-6.8*	i	i	i
COc1cc2ncnc(NCc3ccc(F)cc3)c2cc1OC	0.0	2	i	i	i	i	i	i	i	i	i
Cc1ccc(-c2nc(CNC(=O)c3ccco3)cs2)cc1	1.8	30	i	i	i	i	i	i	i	i	i
Cc1nc(NC(=O)c2ccccc2[N+](=O)[O-])sc1C(=O)N(C)C	1.0	12	i	i	i	i	i	i	i	i	i
CCCCOc1ccc(-c2ncc(C(=O)O)c(C)n2)cc1	1.0	40	i	i	i	i	i	i	i	i	i
CCn1ccnc1CNC(=O)C1CCC(=O)N(Cc2cccc(C(F)(F)F)c2)C1 (stereo unspecified)	-0.5	11	i	i	i	i	i	i	i	i	i
COc1ccccc1N1CCN(C/C=C/c2ccc(N(C)C)cc2)CC1	-0.2	10	i	i	-7.5*	i	i	i	i	i	i
N#C/C(=C(/O)CSc1n[nH]c(N)n1)c1nc2ccccc2[nH]1	-0.2	17	i	i	i	i	i	i	i	i	i
O=C(NC(=S)Nc1ccccc1)c1csnn1	0.2	6	i	i	i	i	i	i	i	i	i
CCOC(=O)C(C(=O)N1CCOCC1)C1CCCCC1 (stereo unspecified)	0.2	21	i	i	i	i	i	i	i	i	i
CNc1c(NS(=O)(=O)c2ccc(OC)cc2)c(=O)oc2ccccc12	0.0	11	i	i	i	i	i	i	i	i	i
COc1ccc(CCNC(=O)c2cc3cccc(OC)c3oc2=O)cc1OC	-0.6	13	i	i	i	i	i	i	i	i	i
Cc1cc(C)cc(N(CC(=O)NCC2CCCO2)C(=O)CCC(=O)Nc2nccs2)c1 (stereo unspecified)	-0.3	24	i	i	i	i	i	i	i	i	i
O=C(Nc1cccnc1)c1cccc(NC(=O)c2ccco2)c1	-0.1	1	i	i	i	i	i	i	i	i	i
CCOC(=O)N1CCN(C(=O)CSCC(=O)Nc2nc(-c3ccc(OC)cc3)cs2)CC1	1.5	13	i	i	i	i	.	i	i	i	i
Cc1ccc(/C([O-])=C(/C(=S)NCc2ccco2)[n+]2ccccc2)cc1[N+](=O)[O-]	-0.2	8	i	i	i	i	i	i	i	i	i
Cc1ccc(Cn2c(=S)[nH]c3ccccc3c2=O)cc1	-1.3	29	i	i	i	i	i	i	i	i	i
COc1ccc(CCNC(=O)C2CC(=O)N(CCc3ccccc3)C2)cc1OC (stereo unspecified)	-0.2	32	i	i	i	i	i	i	i	i	i
Cc1cc2c(cc(C(=O)OCC(=O)NCc3ccco3)n2C)s1	2.2	4	i	i	i	i	i	i	i	i	i
CC(Sc1nnc(NCc2ccccc2)s1)C(=O)Nc1ccc2c(c1)C(=O)c1ccccc1C2=O (stereo unspecified)	1.7	20	i	i	i	i	i	i	i	i	i
CNC(=O)NC(=O)CSc1nnc(-c2ccco2)n1Cc1ccccc1	1.9	21	i	i	i	i	i	i	i	i	i
COCC(C)n1c(SCC(=O)NNC(=O)c2ccccc2)nc2ccccc2c1=O (stereo unspecified)	0.1	13	i	i	i	i	i	i	i	i	i
CCOC(=O)c1[nH]c2ccc(OC)cc2c1NC(=O)c1nonc1C	-0.2	13	i	i	i	i	i	i	i	i	i
CCCn1nc(NC(=O)COC)c2cc3cccc(C)c3nc21	0.5	26	i	i	i	i	i	i	i	i	i
CC(C)C(=O)NC(=S)Nc1ccccc1C(F)(F)F	-12	13	i	i	i	i	i	i	i	i	i
CCn1c(=O)n(CC(=O)Nc2cc(OC)c(OC)c(OC)c2)c(=O)c2ccccc21	-0.2	-46	i	i	i	i	i	i	i	i	i
COc1cccc(N(C(=O)c2csnn2)C(C(=O)NC2CCCC2)c2ccccc2)c1 (stereo unspecified)	-0.1	12	i	i	i	i	i	i	i	i	i

Three of the compounds above, as labelled records.
> O=C(Nc1cccnc1)c1cccc(NC(=O)c2ccco2)c1
- HIF activator: -0.1
- AI-2 QS mod: 1
- MrgX1 allo act: i
- TRPC6 activator: i
- TRPC6 inhibitor: i
- TRPC4 potent: i
- PolyA inhibitor: i
- MrgX1 antag: i
- MrgX1 agonist: i
- TRPC4 act: i
- TRPC4 inh: i

> CCOC(=O)N1CCN(C(=O)CSCC(=O)Nc2nc(-c3ccc(OC)cc3)cs2)CC1
- HIF activator: 1.5
- AI-2 QS mod: 13
- MrgX1 allo act: i
- TRPC6 activator: i
- TRPC6 inhibitor: i
- TRPC4 potent: i
- PolyA inhibitor: .
- MrgX1 antag: i
- MrgX1 agonist: i
- TRPC4 act: i
- TRPC4 inh: i

> Cc1ccc(/C([O-])=C(/C(=S)NCc2ccco2)[n+]2ccccc2)cc1[N+](=O)[O-]
- HIF activator: -0.2
- AI-2 QS mod: 8
- MrgX1 allo act: i
- TRPC6 activator: i
- TRPC6 inhibitor: i
- TRPC4 potent: i
- PolyA inhibitor: i
- MrgX1 antag: i
- MrgX1 agonist: i
- TRPC4 act: i
- TRPC4 inh: i

Going on with the list.
SMILES	HIF activator	AI-2 QS mod	MrgX1 allo act	TRPC6 activator	TRPC6 inhibitor	TRPC4 potent	PolyA inhibitor	MrgX1 antag	MrgX1 agonist	TRPC4 act	TRPC4 inh
Cc1ccccc1Cn1nc(C)c(NC(=O)/C=C/c2cnn(C)c2C)c1C	-0.3	6	i	i	i	i	i	i	i	i	i
CN(Cc1cccnc1)Cc1cn(C)nc1-c1ccc(Oc2ccccc2)cc1	-0.8	2	i	i	i	i	i	i	i	i	i
O=C(O)C1C2CCC(C2)C1C(=O)NCCC1=CCCCC1 (stereo unspecified)	0.3	24	i	i	i	i	i	i	i	i	i
Nc1nc(CN2CCCCC2)cs1	-0.2	21	i	i	i	i	i	i	i	i	i
CC1CCN(S(=O)(=O)N2CCC(C(=O)NCc3cccnc3)CC2)CC1	0.0	18	i	i	i	i	i	i	i	i	i
Cc1cc(NC(=O)Cc2ccsc2)ccc1Br	1.2	9	i	i	i	i	i	i	i	i	i
CC(C)C[C@H](N)c1nnc(SCc2ccc(Cl)cc2)o1	-1.3	-6	i	i	i	i	i	i	i	i	i
Cc1c2n(c3ccccc13)CCN(C)C2	0.1	-3	i	i	i	i	i	i	i	i	i
COc1ccc(CCNC(=O)CN(c2ccccc2OC)S(C)(=O)=O)cc1OC	-0.4	5	i	i	i	i	i	i	i	i	i
COc1cc(-c2nnc(CSc3nnc4nc(C)cc(C)n34)o2)cc(OC)c1OC	-0.6	20	i	i	i	i	i	i	i	i	i
OCC#Cc1cnc2ccccc2c1	0.2	18	i	i	i	i	i	i	i	i	i
O=C(CSc1nnnn1-c1ccccc1)c1ccco1	0.7	23	i	i	i	i	i	i	i	i	i
COc1cc(NC(=O)c2cnn3c(C)cc(C)nc23)c(OC)cc1Cl	0.2	19	.	i	i	i	i	.	.	i	i
CC(C)Cn1cc(C(=O)NCCCN2CCCC2=O)c2c3ccccc3n(C)c2c1=O	-0.2	62	i	i	i	i	i	i	i	i	i
